Cav3 T inh: blocks human Cav3.2 T-type calcium channel | Cav3.2-expressing cells, Fluo-4 calcium fluorescence FDSS; active compounds read low | B-score at 10 µM | hit rate 4% among 100,000 | AID 449739;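 active = single-dose well whose peak fluorescence ratio is a statistical outlier from its plate by either plate-standardised score or position-corrected B-score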
Target sequence (O95180 whole entry, looked up): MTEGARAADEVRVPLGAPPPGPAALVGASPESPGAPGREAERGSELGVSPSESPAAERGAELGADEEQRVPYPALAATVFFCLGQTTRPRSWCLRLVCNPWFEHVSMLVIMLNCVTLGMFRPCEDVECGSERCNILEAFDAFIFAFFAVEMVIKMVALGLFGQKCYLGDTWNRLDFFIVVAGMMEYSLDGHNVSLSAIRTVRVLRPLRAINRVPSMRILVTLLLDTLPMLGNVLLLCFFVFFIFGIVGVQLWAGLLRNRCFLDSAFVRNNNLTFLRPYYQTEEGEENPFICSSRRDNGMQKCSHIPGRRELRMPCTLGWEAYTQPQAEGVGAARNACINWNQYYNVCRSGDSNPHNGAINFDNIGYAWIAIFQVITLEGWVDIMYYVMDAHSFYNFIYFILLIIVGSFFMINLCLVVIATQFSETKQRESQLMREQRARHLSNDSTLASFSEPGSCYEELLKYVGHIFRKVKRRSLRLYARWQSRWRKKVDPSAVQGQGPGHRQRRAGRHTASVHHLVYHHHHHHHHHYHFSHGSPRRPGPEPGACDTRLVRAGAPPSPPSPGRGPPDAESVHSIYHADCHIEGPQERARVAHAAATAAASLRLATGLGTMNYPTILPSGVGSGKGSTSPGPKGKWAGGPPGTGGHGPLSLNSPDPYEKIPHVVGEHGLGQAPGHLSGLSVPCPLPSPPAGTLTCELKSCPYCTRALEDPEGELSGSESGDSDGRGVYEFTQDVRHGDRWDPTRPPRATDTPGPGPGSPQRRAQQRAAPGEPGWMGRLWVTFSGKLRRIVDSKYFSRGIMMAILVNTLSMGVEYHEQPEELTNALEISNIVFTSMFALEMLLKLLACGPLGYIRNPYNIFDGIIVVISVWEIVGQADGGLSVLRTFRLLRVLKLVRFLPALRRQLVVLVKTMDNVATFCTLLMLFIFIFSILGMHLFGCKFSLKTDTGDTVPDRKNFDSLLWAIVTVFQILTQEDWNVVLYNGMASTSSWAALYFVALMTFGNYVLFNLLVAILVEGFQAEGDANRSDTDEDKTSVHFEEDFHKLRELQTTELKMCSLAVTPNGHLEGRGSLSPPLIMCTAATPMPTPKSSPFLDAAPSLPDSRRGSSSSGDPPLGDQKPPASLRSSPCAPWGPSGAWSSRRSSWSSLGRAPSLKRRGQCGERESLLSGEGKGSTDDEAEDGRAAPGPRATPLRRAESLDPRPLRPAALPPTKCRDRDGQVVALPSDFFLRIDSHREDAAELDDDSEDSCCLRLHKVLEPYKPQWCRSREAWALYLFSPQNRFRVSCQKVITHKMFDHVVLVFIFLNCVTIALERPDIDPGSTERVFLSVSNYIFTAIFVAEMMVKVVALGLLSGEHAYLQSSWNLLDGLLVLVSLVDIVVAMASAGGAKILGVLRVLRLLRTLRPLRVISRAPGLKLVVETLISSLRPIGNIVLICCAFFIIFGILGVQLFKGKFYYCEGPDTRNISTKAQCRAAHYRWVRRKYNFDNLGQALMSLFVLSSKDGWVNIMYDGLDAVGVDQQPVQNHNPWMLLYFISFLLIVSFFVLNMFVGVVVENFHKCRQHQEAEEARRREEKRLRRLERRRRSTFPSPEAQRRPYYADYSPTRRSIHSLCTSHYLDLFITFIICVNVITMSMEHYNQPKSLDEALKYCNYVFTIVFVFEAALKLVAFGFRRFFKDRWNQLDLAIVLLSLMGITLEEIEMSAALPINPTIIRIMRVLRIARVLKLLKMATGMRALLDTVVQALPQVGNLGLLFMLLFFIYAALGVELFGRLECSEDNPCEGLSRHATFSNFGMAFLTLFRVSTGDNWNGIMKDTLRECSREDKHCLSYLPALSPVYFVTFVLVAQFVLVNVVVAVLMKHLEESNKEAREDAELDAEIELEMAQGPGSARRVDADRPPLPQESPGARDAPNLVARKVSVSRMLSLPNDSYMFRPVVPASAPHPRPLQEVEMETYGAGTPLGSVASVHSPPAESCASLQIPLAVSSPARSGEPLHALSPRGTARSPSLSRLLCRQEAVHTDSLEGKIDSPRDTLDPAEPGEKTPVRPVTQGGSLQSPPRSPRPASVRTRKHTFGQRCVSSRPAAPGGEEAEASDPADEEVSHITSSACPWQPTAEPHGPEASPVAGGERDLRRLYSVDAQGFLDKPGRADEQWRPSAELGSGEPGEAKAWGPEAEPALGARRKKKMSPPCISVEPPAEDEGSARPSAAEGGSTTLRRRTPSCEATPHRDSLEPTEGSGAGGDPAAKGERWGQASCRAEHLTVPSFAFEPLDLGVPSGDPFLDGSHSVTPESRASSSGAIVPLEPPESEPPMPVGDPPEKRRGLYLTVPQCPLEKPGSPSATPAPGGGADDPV
Numbers without * were called inactive.

SMILES | Cav3 T inh
CCc1c(C(=O)Nc2ccc(S(=O)(=O)N3CCOCC3)cc2)csc1C | -0.913
CCc1nc2ccccc2c(NC(=O)CN2CCC(C)CC2)c1C | -0.053
COC(=O)C1(c2ccccc2)NC(c2cccs2)C2C(=O)N(c3ccccc3)C(=O)C21 (stereo unspecified) | 0.266
CCOC(=O)c1[nH]c2ccccc2c1NC(=O)CC(C)C | 0.434
COc1ccc(Cl)cc1C(=O)NCCc1ccc(S(=O)(=O)NC(=O)NC2CCCCC2)cc1 | -2.58
N#Cc1nc(-c2ccc(OCc3ccccc3)cc2)oc1NCCCN1CCOCC1 | -0.428
CCOc1cc(-c2noc(CCC(=O)N3CCOCC3)n2)ccc1OC | 0.164
CCOC(=O)N1CCN(C(=O)c2cnsn2)CC1 | -1.41

SMILES | Cav3 T inh
CC(C)c1nc(SCC(=O)Nc2ccc3c(c2)OCCO3)c2c(=O)n(C)c(=O)n(C)c2n1 | 0.613
COc1ccc(CNc2ncnc(N)n2)cc1 | -0.458
CCO[C@@H]1OC(C(=O)N2CCOCC2)=C[C@H](C2CC2)[C@H]1CCCO | -0.0408
Cc1nn(C(C)C(=O)NCc2ccccc2Cl)c(=O)c2c1sc1ccccc12 (stereo unspecified) | -0.685
CCC(C)(C)NC(=O)C(c1ccco1)N(C(=O)c1csnn1)c1cccc(F)c1 (stereo unspecified) | 0.508
CC1(OC(=O)CCc2ccccc2)C(=O)C=C2C=C(c3ccc(C#N)cc3)N(C3CCCCC3)C=C2C1=O (stereo unspecified) | 0.361
CN(C)c1ccc(C(=S)N2CCOCC2)cc1 | 0.513
COc1ccc(-n2c(Cc3cccn3C)nnc2SCC(=O)Nc2cccc(F)c2)cc1 | -4.55*

SMILES | Cav3 T inh
CCCC(=O)NNC(=O)Nc1ccccc1 | 0.73
Cc1cc(C)n2nc(SCn3nnc4ccccc4c3=O)nc2n1 | 0.266
Cc1cc(C(=O)CSc2ccc(Cl)cc2)cc(C)c1OC(=S)N(C)C | -2.45
O=C(Nc1ccc2c(c1)OCO2)C1CCCN(c2nc3ccccc3s2)C1 (stereo unspecified) | -2.22
O=C(CCN1C(=O)COc2ccccc21)NCc1ccco1 | 1.36
COc1ccc(/C=C\C(=O)c2c(O)ccc3c(C)cc(=O)oc23)cc1OC | 1.93
CCOC(=O)c1oc2cccc(O)c2c1CN1CCOCC1 | 0.38
C[C@@H](C(=O)NCc1ccccn1)[C@H]1C[C@]1(C)[C@H](NC(=O)OCc1ccccc1)c1ccccc1 | -1.16

SMILES | Cav3 T inh
Cc1nnc(NC2(C(F)(F)F)C(=O)Nc3c2c(=O)n(C)c(=O)n3C)s1 (stereo unspecified) | -0.193
Cn1c(=O)n(C/C=C/c2ccccc2)c(=O)c2c1nc1n2CCCN1c1ccc(F)cc1 | -2.33
COc1ccc(C2C(C#N)=C(C)NC3=C2S(=O)(=O)c2ccccc23)cc1 (stereo unspecified) | -0.13
O=S(=O)(c1ccccc1Cl)N1CCCC1c1nc(-c2ccc(Cl)cc2)no1 (stereo unspecified) | 0.0899
COc1ccc2cc(C(=O)NCC(=O)O)sc(=O)c2c1OC | 0.125
C=CCn1c(Cc2cccs2)nnc1SCC(=O)Nc1ccc(OC)c(OC)c1 | 0.189
Cc1ccc(C(=O)CCC(=O)Nc2cccc(C(F)(F)F)c2)cc1C | 0.728
CCc1nnc(NC(=O)CSc2nc3ccccc3s2)s1 | -2.91

SMILES | Cav3 T inh
CC1(C)OC(=O)C(=NNc2ccc(Cl)cc2)C(=O)O1 | -0.435
COc1ccc(NS(=O)(=O)c2cccc(C(=O)OCC(=O)Nc3cc(C)on3)c2)cc1 | -2.42
COc1ccc(N2CCN(C(=O)CSc3ccccc3)CC2)cc1 | -0.254
COc1ccc(OC)c(NC(=O)CSc2nc(N)c(-c3ccccc3)c(=O)[nH]2)c1 | 1.59
CCOC(=O)CSc1nnc(Cc2ccc(OC)cc2)n1-c1ccccc1 | 0.218
Cc1ccc2[nH]c(=O)c(CN(CC3CCCO3)S(=O)(=O)c3cccc4nsnc34)cc2c1 (stereo unspecified) | -0.388
O=C(c1cccc(Cl)c1)N1CCN(Cc2ccccc2F)CC1 | 0.132
CC(C)CCNC(=O)[C@@H](NC(=O)c1c(F)cccc1F)C(C)C | 1.18

SMILES | Cav3 T inh
FC(F)(F)c1cccc(Cn2nnnc2-c2ccc(Cl)cc2)c1 | -4.65
CCc1ccc2[nH]c(=O)c(CN(CCCN3CCOCC3)C(=O)Nc3ccccc3)cc2c1 | 0.272
CCC(c1nnnn1CCOC)N1CCN(Cc2ccccc2)CC1 (stereo unspecified) | -0.0504
COc1cccc(-c2nnc(SCC(=O)OC(C)C)n2N)c1 | 0.555
Cc1ccc(S(=O)(=O)N2CCCN(S(=O)(=O)c3ccc(C(F)(F)F)cc3)CC2)cc1 | -0.0441
COCCN1C(=O)C(=O)/C(=C(/O)c2cccc(OC)c2)C1c1ccc(C)o1 (stereo unspecified) | -0.42
Cc1ccc(CNC(=O)C2CC(c3ccccc3[N+](=O)[O-])=NO2)cc1 (stereo unspecified) | -0.287
O=c1[nH]nc(Cc2ccccc2)c2ccccc12 | 0.749

The final 4 records of the section above are carried over, then new ones follow:
SMILES | Cav3 T inh
Cc1ccc(S(=O)(=O)N2CCCN(S(=O)(=O)c3ccc(C(F)(F)F)cc3)CC2)cc1 | -0.0441
COCCN1C(=O)C(=O)/C(=C(/O)c2cccc(OC)c2)C1c1ccc(C)o1 (stereo unspecified) | -0.42
Cc1ccc(CNC(=O)C2CC(c3ccccc3[N+](=O)[O-])=NO2)cc1 (stereo unspecified) | -0.287
O=c1[nH]nc(Cc2ccccc2)c2ccccc12 | 0.749
CN(CCCNC(=O)C1CCN(S(=O)(=O)c2cccc3nsnc23)CC1)Cc1ccccc1 | 1.2
CCCCn1c(/N=C/c2c[nH]c3ccccc23)nc2ccccc21 | 0.053
COc1ccccc1Oc1ccccc1C(=O)O | -0.0219
CC[C@@H]1[C@H]2CCCC(=O)N3CC[C@@H](C[C@H]1O)[C@@H]23 | 0.152
COC(=O)Cn1c(=NC(=O)C(C)C)sc2c(C)cc(C)cc21 | -1.73
Nc1nc(-c2ccccc2)cs1 | 1.7
O=C(CC1SC(N2CCCCC2)=NC1=O)Nc1cccc(C(F)(F)F)c1 (stereo unspecified) | -0.824
O=C(COC(=O)c1cccs1)c1ccccc1 | 0.282

SMILES | Cav3 T inh
Cc1cc(C)n(/N=C/c2c[nH]c3ccccc23)c(=O)c1C#N | -0.086
COc1ccc(CCNC(=O)c2ccc(CS(=O)(=O)c3ccc(Cl)cc3)o2)cc1OC | -1.97
Cc1ccc2c(c1)C1CN(C)CCC1N2CC(=O)N(C)c1ccccc1 (stereo unspecified) | 0.0392
COc1ccc2[nH]c(C)c(C(=O)CN3CCN(C/C=C/c4ccccc4)CC3)c2c1 | -1.63
O=c1c2[nH]c3ccc(F)cc3c2ncn1CCCN1CCOCC1 | 0.774
CCOC(=O)N1CCC(NC(=O)c2cc3c(C)nc4ccccc4c3o2)CC1 | -0.735
COc1cc(C(=O)N(CCCO)Cc2cc3ccc(C)c(C)c3[nH]c2=O)cc(OC)c1OC | 0.857
CCOc1ccccc1NC(=O)C1Cc2ccccc2CN1S(C)(=O)=O (stereo unspecified) | 0.342

SMILES | Cav3 T inh
CN1C(C(=O)NCc2ccco2)CC2Cn3c(nc4cc5ccccc5cc43)C21 (stereo unspecified) | 1.44
Cc1cccc(-c2nnc(SCC(=O)NCc3ccc4c(c3)OCO4)n2C)c1 | -0.123
CCCCc1nc2ccccc2c(NC(=O)CNC(C)(C)C)c1CCC | 0.877
O=C(N/C(=C/c1cccs1)c1nc2ccccc2[nH]1)c1ccccc1 | 1.38
C=CCn1c(C)c(C(C)=O)c(N2CCN(c3ccccc3)CC2)nc1=S | -1.6
CC(C)CC(=O)N=C1SC2CS(=O)(=O)CC2N1CCc1ccccc1 (stereo unspecified) | -0.044
COc1cccc(C(=O)NCCN2CCOCC2)c1 | 0.853
Cc1cc(C)cc(NC(=O)CN(Cc2ccccc2)S(C)(=O)=O)c1 | -3.14

SMILES | Cav3 T inh
CCOC(=O)Cc1csc(NC(=O)NC2(C(F)(F)F)Oc3cc(Cl)c(Cl)cc3O2)n1 | 0.391
COC(=O)C1C(c2ccc(Cl)cc2)NC(c2ccc(Cl)cc2)C(C(=O)OC)S1(=O)=O (stereo unspecified) | 1.38
Cc1ccccc1C(=O)N1CCC(C(=O)Nc2ccc(F)cc2)CC1 | 1.4
Cc1ccc(C(=O)NCC(C)(C)O)cc1 | 0.452
COc1cccc(N2CC(O)=C(c3nc4ccccc4c(=O)[nH]3)C2=N)c1 | -0.976
CC(=Nc1ccccc1)C1=C(O)CSC1=O | -1.48
Cc1ccc(S(=O)(=O)N2C3C=CC(C3)C2C(=O)O)cc1 (stereo unspecified) | 0.224
CCN1CCN(Cc2nc3c(c(=O)n(C)c(=O)n3C)n2Cc2cccc3ccccc23)CC1 | -0.00459

SMILES | Cav3 T inh
Cc1ccc(C(=O)Oc2oc(-c3ccco3)nc2C=Nc2ccc(Cl)cc2)cc1 | 0.8
COc1ccc(CC(=O)N2CCc3ccccc32)cc1 | 0.0433
COC(=O)C1=C(C)N=C2SC(C)C(=O)N2C1/C=C/c1ccccc1OC (stereo unspecified) | -7.38*
O=C(Cn1cc2c(n1)CCCCC2)N1CCc2ccccc21 | -0.0205
CSc1cccc(NC(=O)CN(Cc2ccc(Cl)cc2)S(C)(=O)=O)c1 | -3.37*
Cc1cc(-c2cc(C(=O)NCc3ccccc3)on2)nc(NCC2CC2)n1 | -1.43
COc1ccc(C(=O)NC(=O)Nc2cc(C)ccn2)cc1 | -0.0706
O=C(c1cn(-c2ccccc2)nc1-c1cccnc1)N1CCCCC1 | 0.151

SMILES | Cav3 T inh
CCn1c(SCc2nc(-c3ccccc3)no2)nc2ccccc21 | -3.4*
O=C(/C=C/Nc1ccccc1Br)c1ccccn1 | 0.218
Cc1cc(C)nc(-n2nc(C)cc2NC(=O)CN2CCC(C)CC2)n1 | 0.437
COc1ccc(-c2noc(CCC(=O)Nc3nc4ccccc4s3)n2)cc1 | -0.0168
Cc1noc(C)c1COC(=O)c1cc2c3ccccc3n(C)c2s1 | 0.105
Cc1cnc(-c2nnc(N(C)C(=O)C3CCCO3)s2)cn1 (stereo unspecified) | 0.21
CN1C(=O)CC(Sc2ccccc2C(=O)O)C1=O (stereo unspecified) | 0.0183
CCOC(=O)CNC(=O)c1cc(-c2ccc3c(c2)OCCO3)oc1C | 0.948

3 entries from above, arranged by the value under Cav3 T inh, lowest first:
SMILES | Cav3 T inh
Cc1nnc(NC2(C(F)(F)F)C(=O)Nc3c2c(=O)n(C)c(=O)n3C)s1 (stereo unspecified) | -0.193
CCOC(=O)Cc1csc(NC(=O)NC2(C(F)(F)F)Oc3cc(Cl)c(Cl)cc3O2)n1 | 0.391
COc1ccc(OC)c(NC(=O)CSc2nc(N)c(-c3ccccc3)c(=O)[nH]2)c1 | 1.59

(listing goes on)
SMILES | Cav3 T inh
Cc1ccc(CNC(=O)C2CCN(S(=O)(=O)N3CCOCC3)CC2)cc1 | -0.254
COc1cc(-c2noc(-c3cccs3)n2)cc(OC)c1OC | 0.188
O=C(CN1CCN(c2ncc(C(F)(F)F)cc2Cl)CC1)NCCNc1ncc(C(F)(F)F)cc1Cl | 0.252
C/C(=N\NC(=O)c1cccc(F)c1)c1ccc(Br)s1 | -0.243
Cc1nc(-c2ccc(C(=O)O)cc2)cs1 | 0.525
COC(=O)c1ccc(C)c(NS(=O)(=O)c2ccc(NC(C)=O)cc2)c1 | 0.22
Cn1c(CC(=O)Nc2ccccc2)nnc1SCC(=O)c1ccccc1 | -0.313
CCOCCCNC(=O)C(NC(=O)c1ccc(=O)[nH]c1)c1ccccc1 (stereo unspecified) | 0.57

SMILES | Cav3 T inh
Cc1cc(C)n(-c2nnc3n2N=C(c2ccccc2)CS3)n1 | 0.0254
N#Cc1nc(-c2ccccc2F)oc1NCCN1CCOCC1 | 0.382
O=c1cc(-c2ccco2)nc(-c2cccs2)o1 | -0.423
COC(=O)c1ccccc1NC(=O)Oc1ccc(C(C)C)cc1 | -1.12
Cc1c(O)c(=O)c2ccccc2n1C | 0.24
O=C(NC(NNc1ccc([N+](=O)[O-])cc1)(C(F)(F)F)C(F)(F)F)c1ccccc1Cl | -8.47*
c1ccc(NC2=Nc3ccccc3CS2)cc1 | -1.07
CCCCN(CC)C(=O)c1cccc(Cl)c1 | 0.453

Some of these compounds in order of heavy-atom count, falling.
SMILES | Cav3 T inh
CCC(C)(C)NC(=O)C(c1ccco1)N(C(=O)c1csnn1)c1cccc(F)c1 (stereo unspecified) | 0.508
O=C(c1cn(-c2ccccc2)nc1-c1cccnc1)N1CCCCC1 | 0.151
CCn1c(SCc2nc(-c3ccccc3)no2)nc2ccccc21 | -3.4*
CCCCN(CC)C(=O)c1cccc(Cl)c1 | 0.453

Next section.
SMILES | Cav3 T inh
Cc1ccc2nc(NC(=O)CSc3nc4c(c(=O)n3C)SC(C)C4)sc2c1 (stereo unspecified) | -0.544
CCOC(=O)c1cc2c(ccn2C)n1CC(=O)N1CCCC(C)C1 (stereo unspecified) | 0.0823
CCc1ccc(NC(=O)CCNS(=O)(=O)c2cccc3nonc23)cc1 | -1.77
C/C(=N\NC(=O)c1ccccc1C)c1cccc([N+](=O)[O-])c1 | 1.36
CCn1c(NCc2cccs2)nc2ccccc21 | 0.0321
O=C1Nc2ccccc2OC1CC(=O)N1CCOCC1 (stereo unspecified) | -1.04
COc1cc(CC2COC(c3ccc(O)c(OC)c3)C2COC(C)=O)ccc1O (stereo unspecified) | -0.219
CCOc1ccc(NCc2nnc(SCC(=O)Nc3cc(C)on3)n2-c2ccccc2OC)cc1 | -1.19

SMILES | Cav3 T inh
CC(=O)N(c1ccccc1)c1nc(C)cc(C)c1C#N | 0.533
Cc1ccc(-c2c(C(=O)N3CCOCC3)oc(=O)c3ccccc23)cc1 | -0.28
COCCNS(=O)(=O)c1ccc(SC)cc1 | -2.68
CC1(C)Cc2c(sc3[nH]c(=S)n(Cc4ccccc4)c(=O)c23)CO1 | -0.557
Cc1ccc(C(=O)COC(=O)c2cccs2)cc1 | 0.472
Cc1cc(C)n(C(=O)CNC(=O)CCc2ccccc2)n1 | -0.84
Cc1nc2ccccc2cc1O | -0.143
CC(=O)OCC(=O)[C@H]1CC[C@H]2[C@@H]3CC=C4C[C@@H](O)CC[C@]4(C)[C@H]3CC[C@]12C | 0.71
CCOC(=O)c1ccc(NC(=O)CN2C(=O)CSC2=O)cc1 | 0.121
COc1ccc(N2CCN(C(=O)COc3ccc4ccccc4c3)CC2)cc1 | -0.135

Screening data from PubChem.

A portion of the library; rates above refer to the full screens.
